From PubChem BioAssay
Mtb UGM inh = blocks M. tuberculosis UGM enzyme. P9WIQ1. purified UGM, fluorescence polarization probe displacement. inhibition, % at 10 µM. actives 0.06% (n = 320,000); in the data active means inhibition above about 10%, passing the limit was not always enough; inconclusive means no clear call, values can overlap the other calls
MazEF act = increases E. coli MazEF RNase cleavage of RNA; P0AE70; FAM/BHQ RNA-DNA oligo cleavage fluorescence, 5 h; activation, % at 20 µM; actives 0.32% (n = 350,000); in the data active means activation above about 50%
Target sequence (P0AE70 whole entry, looked up): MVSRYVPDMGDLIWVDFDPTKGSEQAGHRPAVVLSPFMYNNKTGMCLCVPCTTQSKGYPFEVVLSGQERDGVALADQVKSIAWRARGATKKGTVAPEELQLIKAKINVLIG
VHR inh abs = inhibitors of human VHR1 phosphatase (DUSP3); recombinant VHR phosphatase, pNPP absorbance; AID 1654; inhibition, % at 13.3 µM; actives 0.52% (n = 290,000); P51452; in the data active means inhibition above about 50%; further: some compounds called inactive have numbers as strong as hits
Target sequence (P51452 whole entry, looked up): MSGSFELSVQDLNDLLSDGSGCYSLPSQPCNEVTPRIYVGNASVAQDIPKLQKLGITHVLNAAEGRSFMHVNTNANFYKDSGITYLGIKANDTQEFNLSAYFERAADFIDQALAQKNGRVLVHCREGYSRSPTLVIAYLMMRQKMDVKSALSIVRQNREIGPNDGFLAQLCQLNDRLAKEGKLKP
BoNT-F LC inh = inhibitors of Botulinum neurotoxin F light chain protease; actives 0.22% (n = 360,000); Multiplex microsphere protease cleavage assay, flow cytometry; inhibition, % at 10 µM; in the data active means inhibition above about 35%, passing the limit was not always enough; inconclusive means no clear call, values can overlap the other calls; further: plate controls were buffer without enzyme for full effect and enzyme alone for no effect
Mtb FBA inh = Mtb fructose-bisphosphate aldolase inhibition. purified M. tuberculosis FBA, fluorescence read-out. AID 588726. inhibition, % at 1 µM. P9WQA3. actives 2.3% (n = 360,000); in the data active means inhibition above about 27%;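 further: 0% = vehicle and 100% = reference inhibitor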
Target sequence (P9WQA3 whole entry, looked up): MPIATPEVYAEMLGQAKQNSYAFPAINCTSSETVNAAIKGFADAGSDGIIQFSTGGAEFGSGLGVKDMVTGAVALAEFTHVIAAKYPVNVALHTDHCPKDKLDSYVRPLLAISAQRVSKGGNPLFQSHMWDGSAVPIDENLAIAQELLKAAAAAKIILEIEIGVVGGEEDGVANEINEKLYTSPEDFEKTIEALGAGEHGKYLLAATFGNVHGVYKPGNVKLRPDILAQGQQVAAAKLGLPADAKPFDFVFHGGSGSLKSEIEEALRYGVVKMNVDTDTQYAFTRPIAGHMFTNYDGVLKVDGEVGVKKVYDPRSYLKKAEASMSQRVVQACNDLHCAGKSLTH
Rv3671c inh = Rv3671c (M. tuberculosis) protease inhibition | inhibition, % at 5.96 µM | P9WHR9 | actives 0.048% (n = 320,000); in the data active means inhibition above about 38%;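 further: extracellular domain of Rv3671c used as enzyme; 0% = enzyme with DMSO and 100% = no enzyme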
Target sequence (P9WHR9 whole entry, looked up, the tested form may be a part): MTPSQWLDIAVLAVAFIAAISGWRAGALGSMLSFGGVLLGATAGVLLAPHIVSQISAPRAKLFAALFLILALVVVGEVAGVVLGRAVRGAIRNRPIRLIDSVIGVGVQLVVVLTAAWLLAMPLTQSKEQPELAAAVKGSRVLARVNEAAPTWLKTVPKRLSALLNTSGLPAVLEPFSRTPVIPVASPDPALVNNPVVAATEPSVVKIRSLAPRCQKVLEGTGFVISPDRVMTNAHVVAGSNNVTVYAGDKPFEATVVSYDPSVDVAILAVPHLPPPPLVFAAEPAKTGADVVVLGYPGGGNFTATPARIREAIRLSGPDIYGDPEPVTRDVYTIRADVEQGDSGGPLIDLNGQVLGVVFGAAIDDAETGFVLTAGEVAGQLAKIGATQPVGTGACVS
Mtb BioA inh = inhibitors of Mycobacterium tuberculosis BioA enzyme; purified M. tuberculosis BioA enzyme, plate reader; inhibition, % at 9.99 µM; actives 0.096% (n = 360,000); AID 602481; in the data active means inhibition above about 40%; inconclusive means no clear call, values can overlap the other calls
GDH-TPI inh = GDH-TPI coupled enzyme inhibition counter-screen. GDH-TPI coupled enzyme counterscreen, NADH absorbance. inhibition, % at 4.8 µM. actives 1.2% (n = 360,000). AID 588335;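 further: 0% = DMSO wells and 100% = wells lacking the enzyme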
CCHFV vOTU inh = CCHFV vOTU protease inhibition. Pep-AMC fluorescence. inhibition, % at 11.5 µM. actives 0.55% (n = 370,000). AID 651958; further: 0% = vehicle wells with enzyme and 100% = no enzyme wells
FadD28 FP inh = M. tuberculosis FadD28 bisubstrate binding inhibition | inhibition, % at 12.5 µM | actives 0.22% (n = 360,000) | AID 588549 | FadD28 bisubstrate probe binding, fluorescence polarization; in the data active means inhibition above about 8.5%, passing the limit was not always enough; inconclusive means no clear call, values can overlap the other calls
An asterisk follows results filed as active; ? = inconclusive; · = no result given; & = joins results of further samples. Unless noted, no stated cut-off is given here; in the data, active means inhibition above about 30%; inactive means the rest.

[1] COc1ccc(C(=O)N2CCCC(CO)C2)cc1OC1CCN(C(C)C)CC1 (stereo not drawn)
[2] COc1ccc(CCNc2ncnc3c2oc2ccccc23)cc1OC
[3] CCOc1ccc(CNS(=O)(=O)c2c(C)nc3sccn3c2=O)cc1OC
[4] COc1cc2oc(=O)cc(CN3CCCCC3)c2cc1Cl
[5] Cc1ccc(C)c(S(=O)(=O)N2CCCOC2CNC(=O)C(=O)NCCC2=CCCCC2)c1 (stereo not drawn)
[6] CC1(C(=O)NS(=O)(=O)c2ccc(F)cc2F)CCN1C(=O)C1(c2ccc(Cl)cc2)CC1 (stereo not drawn)
[7] CC(C(c1cccs1)c1c(N)n(C)c(=O)n(C)c1=O)[N+](=O)[O-] (stereo not drawn)
[8] CCOC(=O)c1cc(CC)sc1NC(=O)CC1Sc2ccc(C(F)(F)F)cc2NC1=O (stereo not drawn)
[9] O=C1CC(c2ccccc2)CC(O)=C1C=NCCN1CCN(Cc2ccccc2)CC1 (stereo not drawn)
[10] Cc1cc(C)cc(NC(=O)c2nnn(Cc3cc(C)ccc3C)c2N)c1
Screen / compound no.	1	2	3	4	5	6	7	8	9	10
Mtb UGM inh	·	-0.9	1.4	·	-2.5	·	2.9	0.0	0.6	-3.0
MazEF act	4.8	5.4	8.2	·	4.4	·	3.4	6.3	0.0	1.4
VHR inh abs	·	23.2	17.3	·	7.3	·	-3.1	10.5	35.5	27.8
BoNT-F LC inh	-5.7	-4.2	-8.1	-8.0	1.2	-0.3	·	-1.6	-0.5	-3.8
Mtb FBA inh	-3.0	-1.1	0.9	10.0	1.6	1.5	-0.2	-2.4	0.0	0.0
Rv3671c inh	·	0.8	1.9	·	-4.0	·	-3.6	-13.1	1.2	-47.4
Mtb BioA inh	-0.8	1.5	0.1	-0.3	·	0.3	·	·	·	-2.2
GDH-TPI inh	1.8	7.9	16.9	·	5.0	8.0	10.2	4.5	12.5	1.0
CCHFV vOTU inh	-7.5	-2.0	-0.8	-10.8	-5.7	5.4	-8.9	2.6	-6.3	·
FadD28 FP inh	-1.4	-0.7	-3.0	-1.9	-0.2	-1.9	1.4	-4.5	-0.6	-1.7

Along the list, from the results shown:
Nos. 5–9 in GDH-TPI inh read 5.0, 8.0, 10.2, 4.5, 12.5

(further entries)
[11] FC(F)(F)c1cccc(NC(=S)N2CCN(c3ccccn3)CC2)c1
[12] COc1ccc(C(=O)Nc2ccc(N3CCOCC3)cc2)cc1S(=O)(=O)N1CCOCC1
[13] COc1cccc(N2CCN(c3ccc4nnc(CCC(=O)Nc5ccccn5)n4n3)CC2)c1
[14] CCOC(=O)C1CCN(C(=O)Nc2ccc3nc(-c4ccco4)c(-c4ccco4)nc3c2)CC1
[15] CSc1nc2ccc(NC(=O)COc3ccccc3F)cc2s1
[16] CCOC(=O)[C@@H]1[C@H]2COc3ccc(Br)cc3[C@H]2N2C(=O)N(c3ccc(OC)cc3)C(=O)[C@]12C
[17] COC(=O)c1cc(S(=O)(=O)Nc2nn(C)c3cccc(F)c23)oc1C
[18] CC(C)(C)OC(=O)C[C@H]1C/C=C\C[C@@H](CC(=O)N(CCO)Cc2ccccc2)C(=O)NC[C@@H](c2ccccc2)OC1=O
[19] CCCOc1ccc(OCCNC2CCCC2)cc1
[20] S=C(c1ccc(-c2ccc(Cl)cc2)o1)N1CCCCC1
Screen / compound no.	11	12	13	14	15	16	17	18	19	20
Mtb UGM inh	1.4	·	-3.5	-0.1	1.0	2.4	0.9	0.2	0.4	0.5
MazEF act	-1.2	4.5	8.7	11.5	4.7	3.8	2.0	-4.1	-0.6	-1.9
VHR inh abs	-1.5	·	20.4	56.0*	·	·	20.1	·	-3.3	12.0
BoNT-F LC inh	-5.5	3.3	-1.4	-15.9	1.2	-1.2	5.9	-4.5	0.0	2.0
Mtb FBA inh	-1.2	5.2	-2.2	0.8	3.4	3.9	-2.0	2.3	-1.4	-1.2
Rv3671c inh	-7.6	·	5.7	-3.2	-4.5	-4.2	-1.2	1.4	-0.7	-5.3
Mtb BioA inh	·	-4.4	-0.8	-0.2	-0.7	0.1	·	-1.0	0.2	-1.8
GDH-TPI inh	0.0	-0.7	-6.9	8.7	15.7	5.2	-8.6	3.1	3.6	9.4
CCHFV vOTU inh	3.0	-2.9	15.5	·	-2.7	3.8	-11.7	4.4	-3.5	-16.2
FadD28 FP inh	?	0.2	-1.5	4.9	-2.2	-3.9	-0.1	-3.6	-2.2	-5.5

[21] Cc1ccc(COc2coc(CN3CCN(C(=O)c4ccco4)CC3)cc2=O)cc1
[22] COc1cccc(C(=O)NCC(c2cccnc2)N2CCN(c3ccccc3OC)CC2)c1 (stereo not drawn)
[23] O=C1c2ccccc2C(Nc2ccccc2F)N1c1cccnc1 (stereo not drawn)
[24] O=C(CCNS(=O)(=O)c1ccc(OC(F)(F)F)cc1)N1CCCC1
[25] CCCC1CCc2c(sc(NC(=O)OCC)c2C#N)C1 (stereo not drawn)
[26] O=C(Cn1c(=O)oc2cc(S(=O)(=O)N3CCCCC3)ccc21)N1CCc2ccccc21
[27] CC(C)(C)C(=O)Nc1ccc(C(=O)N/N=C/C2CC3C=CC2C3)cc1 (stereo not drawn)
[28] Cc1ccc(Cn2nnc3c(=O)[nH]c(C4CCN(C(=O)c5cccs5)CC4)nc32)cc1
[29] COc1ccc(NC(=O)N(C)C[C@H]2Oc3ccc(NS(=O)(=O)c4cccs4)cc3C(=O)N([C@@H](C)CO)C[C@@H]2C)cc1
[30] COc1cc(/C=C/C(=O)O)cc(S(=O)(=O)NCC2CCCO2)c1OC (stereo not drawn)
Screen / compound no.	21	22	23	24	25	26	27	28	29	30
Mtb UGM inh	-1.6	-3.3	0.8	·	-0.3	2.2	-0.4	4.9	2.1	1.3
MazEF act	7.0	1.2	4.5	1.3	5.3	0.1	-3.3	-0.3	1.9	-17.6
VHR inh abs	·	9.4	29.4	·	4.2	12.4	16.6	-8.7	·	25.0
BoNT-F LC inh	-5.1	-8.7	-9.7	16.7	15.7	-4.6	0.9	-3.2	-4.1	-1.7
Mtb FBA inh	0.1	0.2	0.7	-1.4	-4.5	0.6	-6.2	4.3	3.8	16.4
Rv3671c inh	-6.2	-1.2	-0.9	·	1.8	8.5	-1.3	-6.7	3.2	1.6
Mtb BioA inh	0.0	-1.2	0.6	-0.9	-0.5	-1.7	·	1.8	-0.8&1.1	2.9
GDH-TPI inh	-2.8	13.3	7.7	3.5	5.3	0.0	4.6	5.5	-1.7	13.8
CCHFV vOTU inh	-0.2	·	-2.1	7.2	-23.0	-5.8	20.7	21.0	5.4	-8.0
FadD28 FP inh	-0.5	-0.9	0.2	-4.7	0.0	-2.2	-0.7	1.7	0.3	-0.7

[31] COc1ccccc1-n1cnc2cc(NCc3ccccc3O)ccc21
[32] CCNc1nc(NCC)n2c(SCC(=O)Nc3ccccc3)nnc2n1
[33] CN(CC(=O)Nc1ccc(N2CCOCC2)cc1)C(=O)c1cc2c(s1)CCCC2
[34] Cc1ccc(CN(C)C(=O)C2CCC(=O)N(C3CCCCCC3)C2)cc1 (stereo not drawn)
[35] COc1ccc(S(=O)(=O)N(C)CC(=O)N2CCCCCC2)cc1OC
[36] COc1ccc(C(=O)Nc2ccccc2N2CCOCC2)cc1S(=O)(=O)N1CCOCC1
[37] O=C(O)CCN1C(=O)/C(=C\c2ccc(OCc3ccccc3)c(OCc3ccccc3)c2)SC1=S
[38] COC(=O)c1c(N2C(=O)CC(Sc3ncccc3C(=O)O)C2=O)sc(C)c1C (stereo not drawn)
[39] Fc1ccc2cnc(-c3ccccc3)c(-c3cccc(C(F)(F)F)c3)c2c1
[40] S=C(NCc1ccco1)Nc1ccc(Cl)cn1
Screen / compound no.	31	32	33	34	35	36	37	38	39	40
Mtb UGM inh	-0.6	-1.5	-1.4	2.8	0.5	-3.7	0.6	-0.8	2.0	-1.7
MazEF act	-3.7	1.3	0.0	-0.7	7.0	4.3	-174.1	-7.8	-24.1	-2.9
VHR inh abs	17.2	25.7	·	10.8	-11.0	·	6.5	-20.1	·	11.0
BoNT-F LC inh	-15.6	2.0	-10.5	1.8	-9.1	?	-3.4	-6.7	1.9	4.6
Mtb FBA inh	-1.9	0.5	0.6	1.8	1.2	6.8	-1.2	1.9	1.9	1.4
Rv3671c inh	-7.3	-9.8	-11.0	-6.7	2.9	-1.9	-4.0	-5.6	-1.2	2.7
Mtb BioA inh	-1.9	·	0.0	1.5	0.3	0.3	-3.0	·	-1.6	1.7
GDH-TPI inh	4.3	3.7	6.9	9.6	4.2	5.7	-1.4	4.6	5.7	-1.1
CCHFV vOTU inh	3.0	4.0	23.6	3.0	7.6	13.5	16.0	2.9	1.1	-0.3
FadD28 FP inh	-3.7	-0.8	-0.3	-1.0	-0.2	-0.8	-1.7	-1.8	-4.6	-1.6

One compound at a time (already shown).
Entry for `CN(CC(=O)Nc1ccc(N2CCOCC2)cc1)C(=O)c1cc2c(s1)CCCC2` : Mtb UGM inh: -1.4; MazEF act: 0.0; VHR inh abs: ·; BoNT-F LC inh: -10.5; Mtb FBA inh: 0.6; Rv3671c inh: -11.0; Mtb BioA inh: 0.0; GDH-TPI inh: 6.9; CCHFV vOTU inh: 23.6; FadD28 FP inh: -0.3
Entry for `CCNc1nc(NCC)n2c(SCC(=O)Nc3ccccc3)nnc2n1` : Mtb UGM inh: -1.5; MazEF act: 1.3; VHR inh abs: 25.7; BoNT-F LC inh: 2.0; Mtb FBA inh: 0.5; Rv3671c inh: -9.8; Mtb BioA inh: ·; GDH-TPI inh: 3.7; CCHFV vOTU inh: 4.0; FadD28 FP inh: -0.8
Entry for `S=C(NCc1ccco1)Nc1ccc(Cl)cn1` : Mtb UGM inh: -1.7; MazEF act: -2.9; VHR inh abs: 11.0; BoNT-F LC inh: 4.6; Mtb FBA inh: 1.4; Rv3671c inh: 2.7; Mtb BioA inh: 1.7; GDH-TPI inh: -1.1; CCHFV vOTU inh: -0.3; FadD28 FP inh: -1.6

The list goes on:
[41] CCn1cc(C(=O)NN)c(=O)c2cc(F)c(N3CCOCC3)cc21
[42] COc1cc(NC(=O)c2c(F)c(F)c(OC)c(F)c2F)ccc1NC(=O)c1cccs1
[43] Cc1cc2cc(CNS(=O)(=O)c3ccccc3)ccc2n1C
[44] O=C(NC1CC1)C1C2C3C4CC5C3C5C4C12 (stereo not drawn)
[45] CCOC(=O)CNC(=S)N(Cc1ccccc1)Cc1cccs1
[46] Cc1ccccc1Cn1c(CN2CCc3ccccc3C2)nc2c1c(=O)n(C)c(=O)n2C
[47] O=C(NCCc1c[nH]c2ccccc12)c1cccc(S(=O)(=O)Nc2ccccc2Cl)c1
[48] NC(=O)COc1c(-c2ccc(Br)o2)oc2ccccc2c1=O
[49] Cc1ccc(Cl)c2sc(NC(=O)C3CC3)nc12
[50] CC(C)CC(NC(=O)c1ccccc1)C(=O)N/N=C/c1ccco1 (stereo not drawn)
[51] O=C(O)CSc1ncn[nH]1
Screen / compound no.	41	42	43	44	45	46	47	48	49	50	51
Mtb UGM inh	-0.6	2.2	3.0	2.2	0.6	-2.6	-0.8	-2.1	0.6	-1.6	1.9
MazEF act	6.0	6.0	-13.8	8.3	9.8	8.7	3.6	-23.1	-3.6	7.6	7.2
VHR inh abs	23.6	-5.5	27.3	29.0	12.4	31.3	34.1	-8.4	17.3	1.7	1.4
BoNT-F LC inh	-34.6	-7.5	-103.4	1.0	3.0	-8.8	-2.3	12.3	-10.5	0.7	15.7
Mtb FBA inh	4.2	-0.6	-0.3	0.6	0.8	4.2	-0.6	104.5*	0.4	1.8	1.8
Rv3671c inh	0.2	-8.9	16.1	-3.0	-5.9	-14.3	0.4	3.7	-8.6	1.8	1.1
Mtb BioA inh	1.3	0.3	-7.2	-1.6	-0.6	-0.1	·	-2.1	-1.0	·	0.7
GDH-TPI inh	9.2	3.9	3.9	-3.3	5.7	-1.1	-1.1	35.0*	3.4	-1.4	14.2
CCHFV vOTU inh	-8.7	7.5	3.0	-35.6	0.1	19.9	14.3	·	-7.4	-7.3	8.1
FadD28 FP inh	0.1	-1.1	1.1	-2.1	-4.6	-1.5	-1.4	0.2	-0.6	-2.3	0.1
